N370S GC mod – inhibits or activates N370S mutant glucocerebrosidase; P04062; N370S GC spleen homogenate, 4MU-glucoside fluorescence; Potency, µM (series often up to 59.4 µM), for inactives: top-dose activity change, negative = inhibition, usual class: inhibitors; 330,000 compounds, 0.092% hits;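 further: 0% = full enzyme activity and -100% = no enzyme basal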
FEN1 inhibitor – inhibitors of human flap endonuclease 1; Recombinant FEN1 flap cleavage, fluorescence, 15 min; P39748; 390,000 compounds, 0.35% hits; Potency, µM (doses to about 114 µM), for the others: top-dose activity change, negative = inhibition, usual class: inhibitors; further: nearly all actives have a fitted effect of over 65% in size
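Recombinant FEN1 (10 nM) was preincubated with pin-transferred compounds for 15 min at room temperature, then flap DNA substrate (50 nM final) was added. Plates were read at 0 and 15 min, and normalized concentration–response data were fitted to a four-parameter Hill equation.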
GCN5L2 inh – inhibitors of human GCN5L2 histone acetyltransferase; GCN5L2 HAT assay, ThioGlo1 CoA-SH fluorescence; Potency, µM (doses to about 58.9 µM), for the others: at the top dose activity change, negative = inhibition, most hits filed as inhibitors; 390,000 compounds, 0.21% hits; AID 504327
Target sequence (Q92830 whole entry, looked up): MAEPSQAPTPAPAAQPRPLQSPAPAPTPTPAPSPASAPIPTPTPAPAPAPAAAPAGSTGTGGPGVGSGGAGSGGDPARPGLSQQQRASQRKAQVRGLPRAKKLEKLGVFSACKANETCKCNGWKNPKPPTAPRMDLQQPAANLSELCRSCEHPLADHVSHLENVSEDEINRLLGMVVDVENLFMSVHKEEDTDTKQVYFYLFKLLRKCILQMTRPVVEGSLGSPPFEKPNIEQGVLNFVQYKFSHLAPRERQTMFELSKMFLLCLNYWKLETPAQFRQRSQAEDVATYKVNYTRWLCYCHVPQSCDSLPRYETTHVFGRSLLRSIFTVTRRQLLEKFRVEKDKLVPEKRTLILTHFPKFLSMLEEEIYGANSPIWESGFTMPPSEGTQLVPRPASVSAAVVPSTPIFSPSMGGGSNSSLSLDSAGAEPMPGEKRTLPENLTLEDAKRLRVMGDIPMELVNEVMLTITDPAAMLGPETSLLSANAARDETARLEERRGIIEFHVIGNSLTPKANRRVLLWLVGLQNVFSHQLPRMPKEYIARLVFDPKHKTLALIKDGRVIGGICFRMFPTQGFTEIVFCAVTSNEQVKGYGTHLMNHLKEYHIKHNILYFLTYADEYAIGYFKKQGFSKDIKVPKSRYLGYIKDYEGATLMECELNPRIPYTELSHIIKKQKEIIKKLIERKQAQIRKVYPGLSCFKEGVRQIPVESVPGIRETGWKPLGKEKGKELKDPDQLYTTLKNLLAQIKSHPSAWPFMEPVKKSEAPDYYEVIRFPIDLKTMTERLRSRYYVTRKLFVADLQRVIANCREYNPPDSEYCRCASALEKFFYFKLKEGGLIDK
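Fluorescence readout, Ex340nm/Em540nm: ThioGlo1 (50uM final) reacts with free CoA thiol released as 20nM GCN5L2 acetylates H3(1-25) peptide (75uM) using acetyl-CoA (70uM). Compound and enzyme sat 15 min beforehand; 20 min room-temperature reaction.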
An asterisk follows results filed as active; ? = inconclusive; · = not tested or not shown; [ ] = remark or other dose. The call rests on the fitted dose curve; in most records, active means well fitted curve in the direction sought with a large enough effect; inconclusive means small, poorly fitted or top-dose-only effect, or another doubt; inactive means no such curve, though single readings can be large; an effect the other way counts as inactive or inconclusive. Unless noted, on the % scale 0 is the no-effect control and ±100 the full control effect; potency means the concentration at half of the fitted maximal effect. Not a hit list. Share with any hit: about 0.54%.

SMILES	N370S GC mod	FEN1 inhibitor	GCN5L2 inh
O=C(NCCCNC(=O)c1cccs1)c1cccs1	3%	1%	-1%
COc1cccc(N=Nc2ccc3ccccc3c2O)c1	-13%	-3%	-4%
O=C(O)c1cccc(NC(=O)c2cn(-c3ccccc3)nc2-c2ccncc2)c1	3%	-5%	-7%
O=C(CNC(=O)c1cccs1)NCCc1ccco1	·	3%	-13%
CC(=O)Nc1ccc(S(=O)(=O)N2CCN(S(=O)(=O)N3CCCCCC3)CC2)cc1	-1%	1%	-20%
Cc1cccc(C(C)C)c1NC(=O)Cc1ccc(S(=O)(=O)N2CCOCC2)s1	-14%	1%	?
COc1cc(CO)ccc1OCc1nnnn1-c1ccc(C)cc1	-7%	-1%	-2%
COc1ccc(C(=O)NCc2cc(C(C)C)no2)cc1OC1CCN(C(C)C)CC1	3%	-15%	-7%
COc1ccc(-c2nnc3n2N=C(C)CS3)cc1	9%	4%	3%
COc1ccccc1C(O)(C(=O)N(NC(C)=O)c1ccccc1)c1ccccc1OC	0%	10%	-4%
Cc1cccn2c(CN[C@H]3CCCCNC3=O)c(C(=O)N3CCOCC3)nc12	1%	1%	-4%
O=C(CCN1C(=O)/C(=C/c2ccccc2F)SC1=S)NC1C=CS(=O)(=O)C1 (stereo not drawn)	-18%	0%	0%
COc1ccc(CNc2ncncc2-c2cccnc2)c(OC)c1	1%	·	-15%
CCOC(=O)CNC1CC(=O)N(c2ccc(Br)cc2)C1=O (stereo not drawn)	-1%	-4%	-15%
COC(=O)c1nc(NC(=S)NC(=O)c2cccs2)sc1C	4%	-4%	0%

Whole records as entered above. Screens in order: N370S GC mod | FEN1 inhibitor | GCN5L2 inh
O=C(O)c1cccc(NC(=O)c2cn(-c3ccccc3)nc2-c2ccncc2)c1 is listed as 3% | -5% | -7%
COc1ccccc1C(O)(C(=O)N(NC(C)=O)c1ccccc1)c1ccccc1OC is listed as 0% | 10% | -4%
CCOC(=O)CNC1CC(=O)N(c2ccc(Br)cc2)C1=O (stereo not drawn) is listed as -1% | -4% | -15%

Remaining list, next part.
SMILES	N370S GC mod	FEN1 inhibitor	GCN5L2 inh
CC1CCCCC1NC(=O)CCCCn1c(=O)[nH]c2ccsc2c1=O (stereo not drawn)	-4%	-8%	-2%
COCCN(C(=O)Nc1ccccc1)c1ccccc1C	5%	-3%	2%
O=C(NCc1cccs1)c1noc2c1CCCC2	-10%	-6%	-4%
O=C(CSc1nc2c(c(=O)[nH]1)CCCC2)Nc1ccc(Cl)cc1F	2%	7%	7%
CCN(CC)c1ccc(/C=C2/C(=O)ON=C2C)cc1	8%	-28%	-5%
O=c1[nH]c(-c2ccccc2)cs1	8%	-2%	-2%
COC(=O)CCC(=O)OC1(C)C(=O)C2=CN(c3ccc(OC)cc3)C(c3ccc(OC)cc3)=CC2=C(Br)C1=O (stereo not drawn)	7%[12.8 µM]	-12%	·
COc1ncc2nc(C)c(=O)n(CCC#N)c2n1	-13%	·	-6%
CCCCCCN1Cc2ccccc2C1	-2%	10%	55%[activator]
CCc1nnc(SCC(=O)Nc2cc(Cl)c(OC)cc2OC)c2cc3oc(C)cc3n12	·	-7%	-4%
CCn1ccnc1CN(C)Cc1nc(-c2ccc(C(=O)OC)cc2)no1	14%	7%	0%
O=C(N/N=C/c1cccc([N+](=O)[O-])c1)c1ccncc1	10%	3%	-5%
CC(C)OC(=O)/C(=C\c1ccccc1)NC(=O)c1ccccc1	5%	-10%	-7%
CC1CCCN(c2nc3c(c(=O)[nH]c(=O)n3C)n2CCCc2ccccc2)C1 (stereo not drawn)	15%	-11%	-24%
CCCOc1ccc(CNC(=O)C2CCN(c3nc4ccccc4nc3C(F)(F)F)CC2)cc1	·	0%	-5%
COc1cc(C)c(S(=O)(=O)N2CCCC2)cc1C	-3%	-5%	-13%
CCC(=O)Nc1cccc(NC(=O)CSc2nnnn2C)c1	·	-2%	-4%
COc1ccc(OC(C)C(=O)NC(C)c2ccccc2)cc1 (stereo not drawn)	-7%	4%	-16%
CC(=O)NN1C(=O)c2ccccc2NC1c1ccc([N+](=O)[O-])o1 (stereo not drawn)	-7%	-4%	-4%
CCOC(=O)C1C(=O)CC(C)(O)C(C(=O)OCC)C1c1ccc(OC)cc1 (stereo not drawn)	-14%	0%	·
CN(CC(=O)Nc1ccc(OC(F)(F)F)cc1)S(=O)(=O)c1ccc2c(c1)CCC(=O)N2	·	-1%	-1%
CCn1c(SCC(=O)NCCc2ccc(OC)c(OC)c2)nc2c1c(=O)n(C)c(=O)n2C	22%	-12%	-6%
CCOC(=O)N1CCN(Cc2nc3c(c(=O)n(C)c(=O)n3C)n2Cc2cccc3ccccc23)CC1	6%[2.35 µM]	-6%	2%
CC(=O)N1c2ccc(S(=O)(=O)N(C)CC(=O)Nc3ccccc3C)cc2CC1C (stereo not drawn)	-9%	13%	1%
CCc1ccc(N2CC(C)Cn3c2nc2c3c(=O)n(CCN3CCOCC3)c(=O)n2C)cc1 (stereo not drawn)	17%	7%	-3%
COc1cc(OC)c(C(=O)OC(C)C(=O)NCc2ccc3c(c2)OCO3)cc1OC (stereo not drawn)	·	5%	-3%
CCn1nc(C)c2c(-c3ccccc3)cc(=O)n(C(C)C(=O)NCCc3ccccc3)c21 (stereo not drawn)	·	-16%	-3%
Cc1cc(C)c2c(CC(=O)Nc3ccc(S(=O)(=O)N4CCCC(C)C4)cc3)coc2c1 (stereo not drawn)	·	5%	-4%
COc1ccc(-c2cc(CC3(C(=O)O)CCN(C(=O)OC(C)(C)C)CC3)on2)c(OC)c1	-1%	4%	3%
N=c1ccn(CC(=O)c2ccc(-c3ccccc3)cc2)cc1	-24%	-25%	1%
O=C(CCNS(=O)(=O)c1ccc(Cl)cc1)OCC(=O)N1CCN(C(=O)c2ccco2)CC1	-7%	7%	3%
Cc1ccc(-c2csc3ncn(CC(=O)N4CCOCC4)c(=O)c23)cc1C	16%	1%	0%
COCCNC(=O)COc1ncnc2scc(-c3ccc(F)cc3)c12	-6%	3%	-3%
Cc1ccc(N(C=NC#N)CC(=O)N2CCN(c3ccccc3)CC2)cc1	0%	-1%	3%
COc1ccc(CN(C)C(=S)Nc2ccc(OC(F)F)cc2)cc1	9%	16%	-6%
Cc1cc2cc(C(c3nnnn3Cc3ccco3)N3CCc4ccccc4C3)c(=O)[nH]c2cc1C (stereo not drawn)	19%	-6%	-19%
N#Cc1ccccc1COc1cccc2c1CCCC2O (stereo not drawn)	-12%	-1%	0%
COC(=O)[C@]1(C)N[C@H](CN(C)S(=O)(=O)c2ccc(OC(F)(F)F)cc2)[C@@H]2C(=O)N(Cc3ccccc3)C(=O)[C@@H]21	·	5%	1%
Cc1ccccc1NC(=O)CCc1c(C)nn(-c2ccc(N3CCOCC3)nn2)c1C	1%	-1%	-8%
O=C(CCN1CCN(c2ccc(F)cc2)CC1)Nc1ccccc1F	12%	-8%	-12%
O=C(CCC(=O)c1ccc(-c2ccccc2)cc1)Nc1cccnc1	-11%	-3%	-3%
CCOc1ccccc1N1CCN(C(=O)c2ccc(Cl)c(S(=O)(=O)N3CCCCC3)c2)CC1	-21%	-8%	-13%
Cc1ccc(OCC(=O)NCC(=O)Nc2ccc(F)cc2)c([N+](=O)[O-])n1	12%	-5%	-2%
CCCC(CCC)C(=O)Nc1cccc(C(=O)O)c1	2%	-10%	-7%
CCN(CC)S(=O)(=O)c1ccc(/C=C/C(=O)OCC(=O)Nc2ccc(S(N)(=O)=O)cc2)cc1	?	-15%	-10%
COc1ccc(C2C3=C(CCCC3=O)Nc3nc(C(F)(F)F)nn32)cc1OC (stereo not drawn)	13%	6%	-21%
Cc1ccccc1OCC(=O)Nc1ccc(C(N)=O)cc1	1%	8%	-9%[0.501 µM]
O=C1CN(C(=S)NC(=O)c2ccc(-c3ccccc3)cc2)CCN1	-10%	-9%	-5%
CCN(CC)c1ccc(S(=O)(=O)N2CCOCC2)cc1NC(=O)CSc1n[nH]c(N)n1	7%	17%	2%
CCCCC(c1nnnn1C(C)C)N1CCN(C(=O)c2ccco2)CC1 (stereo not drawn)	-1%	-1%	-3%
O=C(Nc1c(C(=O)N2CCCCC2)cnn1-c1ccccc1)c1ccco1	3%	-5%	18µM*
O=C(c1cccn2c(=O)c3cc(Br)ccc3nc12)N1CCN(c2ccccn2)CC1	-3%	0%	16%
CC1(C)C=C(c2ccc(C=O)s2)CC(C)(C)N1C=O	4%	-1%	-6%
Cc1cc2c(cn1)C(CCC#N)(CCC#N)c1ccccc1-2	-6%	22%	-20%
COc1cccc(CNC(=O)COC(=O)CNC(=O)c2ccc(-c3ccccc3)cc2)c1	·	-1%	-4%
NC1(C#Cc2ccc3oc(=O)c(-n4cc(C5(O)CCCCC5)nn4)cc3c2)CCCCC1	·	-7%	-5%
COc1cc(NC(=O)NCCc2c(C)nn(C)c2C)cc(OC)c1OC	·	-4%	19%
Cc1ccc(N(C)C(=O)N2CCN(S(=O)(=O)c3ccc(C)cc3)CC2)cc1	1%	-1%	-4%
COCCNC(=O)c1cccc(OC2CCN(Cc3ccc(Cl)c(F)c3)CC2)c1	-4%	-5%	-2%
Cc1ccc(S(=O)(=O)N(c2ccc(Br)cc2)C2C=CS(=O)(=O)C2)cc1 (stereo not drawn)	?	5%	0%

Filtered by structure, the entries above containing an aryl thioether with sulfur outside any ring.
SMILES	N370S GC mod	FEN1 inhibitor	GCN5L2 inh
O=C(CSc1nc2c(c(=O)[nH]1)CCCC2)Nc1ccc(Cl)cc1F	2%	7%	7%
CCc1nnc(SCC(=O)Nc2cc(Cl)c(OC)cc2OC)c2cc3oc(C)cc3n12	·	-7%	-4%
CCC(=O)Nc1cccc(NC(=O)CSc2nnnn2C)c1	·	-2%	-4%
CCn1c(SCC(=O)NCCc2ccc(OC)c(OC)c2)nc2c1c(=O)n(C)c(=O)n2C	22%	-12%	-6%
CCN(CC)c1ccc(S(=O)(=O)N2CCOCC2)cc1NC(=O)CSc1n[nH]c(N)n1	7%	17%	2%

Going on with the list:
SMILES	N370S GC mod	FEN1 inhibitor	GCN5L2 inh
Cc1cc(C)c(S(=O)(=O)N2CCOCC2)cc1C	-16%	-4%	-4%
O=C(COC(=O)c1cccs1)NCc1cccs1	-1%	5%	-2%
CCN(Cc1cccs1)C(=O)CN1C(=O)NC(c2ccccc2)(c2ccccc2)C1=O	·	-17%	-7%
N/C(=N\OC(=O)c1ccc(F)cc1)c1ccc(Br)cc1	8%	5%	3%
COc1cc(C(=O)NCc2nc(C)cs2)ccc1OC1CCN(C(C)=O)CC1	-8%	10%	-25%
CCN(CC)c1nc2c3c(nc4c(c3c1C#N)CC(=O)N4c1ccc(Cl)cc1)NC(C)=N2	14%	-14%	-7%
O=C(NC1CCCC1)C(c1cccnc1)N(CCc1ccccc1)C(=O)c1ccco1 (stereo not drawn)	-5%	-11%	-3%
CC1(C)C(CSc2nc3ccccc3[nH]2)C1(Cl)Cl (stereo not drawn)	22%	-19%	-6%
CCOCN(C(=O)CSc1nc2ccccc2[nH]1)c1c(C)cccc1CC	·	1%	1%
CC(=O)N1c2ccc(S(=O)(=O)N3CCC(C(=O)Nc4cccc(C)c4C)CC3)cc2CC1C (stereo not drawn)	-1%	18%	-4%
C/C(=C\C(=O)c1ncc(C(F)(F)F)cc1Cl)N(C)C	-5%	15%	-15%
COc1cc(-c2cc(C(=O)Nc3ccc(S(=O)(=O)NCc4ccco4)cc3)c3ccccc3n2)cc(OC)c1OC	7%	-8%	-23%
O=C(O)[C@H](Cc1ccccc1)N1Cc2ccccc2C1=O	4%	-15%	-2%
Cc1cc(C(=O)NCCc2ccc(S(N)(=O)=O)cc2)c(C)o1	-9%	3%	-6%
COc1cc(C(=O)Nc2ccc(OCc3cc(=O)n4cccc(C)c4n3)cc2)cc(OC)c1OC	·	-9%	0%

Screens (PubChem BioAssay)
